Screens from PubChem BioAssay.
Growth percent in the NCI-60 one-dose screen (48 h, 10 µM unless noted): 100 = growth as untreated, 0 = no growth, -100 = all killed.
SF-295: SF-295 CNS cancer cells; 5.6% of 79,000 active; AID 1794758
SF-539: SF-539 CNS cancer; 6.8% of 81,000 active
KM12: KM12 colon cancer cells. 5% of 82,000 active. AID 1794800
HCC-2998: HCC-2998 colon cancer | 4.7% of 79,000 active
HCT-116: HCT-116 colon cancer | 7.3% of 82,000 active | AID 1794798
U251: U251 CNS tumor cells; AID 1794753; 5.4% of 80,000 active
SF-268: SF-268 CNS cancer cells; 3.1% of 82,000 active; AID 1794759
SNB-75: SNB-75 CNS cancer; AID 1794750; 5% of 79,000 active
SNB-19: SNB-19 CNS cancer cells | 2.5% of 81,000 active
* hit, by the source's call; / = not tested or not shown; & = joins results of further samples. The calls were made as follows: active = growth percent below 10; inactive = the rest.

SMILES	SF-295	SF-539	KM12	HCC-2998	HCT-116	U251	SF-268	SNB-75	SNB-19
Cc1c(N=Nc2ccccc2O)c(=O)[nH]c2[nH]c(=O)sc12	105	97	106	101	104	99	101	96	100
COc1cccc(C2=NN3C(C2)c2ccccc2OC3c2ccc(/C=C3\SC(=O)NC3=O)cc2)c1 (centres undefined)	94	102	95	106	109	102	95	95	105
COC1OCC(OS(=O)(=O)c2ccc(C)cc2)C(OC(=O)c2ccccc2)C1OC(=O)c1ccccc1 (centres undefined)	30	39	31	57	32	39	62	33	61
Nc1cc(C(F)(F)F)ccc1[N+](=O)[O-]	102	97	125	105	88	108	104	/	105
Cc1ccc(/C=C/C(=O)O)cc1-c1cc2c(cc1C)C(C)(C)C=CC2(C)C	82	93	80	102	84	90	82	69	103
Cc1cccc(C)c1NC(=O)CCl	108	98	109	110	84	92	96	89	101
CCOC(=O)c1nn(CC(O)c2ccccc2)c(NC(=O)Nc2cccc3ccccc23)c1C (centres undefined)	97	98	96	101	92	93	92	83	96
CSc1ccc2c(c1)N(C(=O)/C(C#N)=C/c1ccc(C(F)(F)F)cc1)c1ccccc1S2	102	103	94	101	88	91	94	80	89
O=C(O)CN1C(=O)/C(=C/c2cn(-c3ccccc3)nc2-c2ccccc2)SC1=S	91	99	103	98	95	76	88	93	95
O=S(=O)(O)c1cc(N=Nc2cc(S(=O)(=O)O)c3cccnc3c2O)ccc1/C=C/c1ccc(N=Nc2cc(S(=O)(=O)O)c3cccnc3c2O)cc1S(=O)(=O)O	65	89	94	210	86	87	89	83	107
C[C@H]1[C@H]2C3=CC[C@@H]4[C@@]5(C)CCC(=O)NC(C)(C)[C@@H]5CC[C@@]4(C)[C@]3(C)CC[C@@]2(C(N)=O)CC[C@@H]1C	93	98	108	103	91	93	93	93	94
Nc1c(C(=O)Nc2ccccc2)sc2nc3c(cc12)C(O)CCC3 (centres undefined)	8.6*	-5.3*	26	18	22	24	46	37	59
CC(C)(C)OC(=O)Nc1ccc(-c2cccc(Oc3ccc4nnc(Cl)n4n3)c2)cc1	84	93	88	109	44	91	104	126	95
CCN1C(=O)N(CC)C2SC(N/N=C/c3ccc(OC)cc3)=NC21 (centres undefined)	8.3*	-8.3*	14	14	6.8*	25	50	27	23
O=C(Nc1ccc(Cl)cc1)C(Cl)Cl	86	93	74	86	88	80	92	75	102
O=C(Nc1ccccc1-c1nn(CN2CCNCC2)c(=S)n(CN2CCNCC2)c1=O)C(F)(F)F	97	104	102	113	97	93	97	84	99
CC1CC=C(C(=O)O)CC1 (centres undefined)	126	104	111	109	105	112	102	92	98
CCCC(NC(=O)OCc1ccccc1)C(=O)O (centres undefined)	92	96	109	/	98	104	104	84	99
C/C(=N\Nc1cccc(Cl)n1)c1ccccn1	0.3*	1.7*	26	33	10	15	13	37	23
NC1=CC(N)=C(O[C@@H]2O[C@H](CO)[C@@H](O)[C@H](O)[C@H]2O)C(=O)C1	101	91	111	102	106	99	117	117	117
COc1cc(C)cc(-c2[nH]ncc2-c2cc(NCCCO)nc(-c3cccnc3)n2)c1	93	78	86	107	90	97	98	55	105
CCOc1c(C#N)c2c(N)ncnc2n1C1OC(CO)C(O)C1O (centres undefined)	71	62	11	84	3.4*	35	25	62	73
CN(CC1CCN(Cc2ccccc2)CC1)C(=O)c1cn(Cc2ccccc2Cl)nn1	120	98	106	101	97	94	100	82	97
CC(=O)N(C(C)=O)c1ncn(C)c1S(=O)(=O)Nc1ccccc1	109	103	99	/	106	96	99	109	104
CC(O)c1nc2c(c(=O)n(C)c(=O)n2C)n1C (centres undefined)	108	102	113	103	90	102	107	102	/
CC(=O)c1c(C)nc2ccccc2c1/C=C/c1ccc(C)cc1	84	96	98	90	78	84	94	/	93
O=C1CCCCC1Nc1ccc([N+](=O)[O-])cc1 (centres undefined)	112	114	103	113	103	100	106	123	113
COc1ccc2c3c(c4ccccc4cc13)C(=O)N(CCN(C)CCN)C2=O	-89*	-83*	-69*	-80*	-95*	-86*	-67*	8.8*	-37*
COc1ccc2cc([C@H](C)C(=O)N/N=C/c3ccc(Cl)cc3)ccc2c1	102	97	102	103	99	99	108	86	100
O=C(NNc1nccc(Nc2ccc(S(=O)(=O)Nc3ccncc3)cc2)n1)C(Cl)(Cl)Cl	102	108	101	98	96	105	93	92	104

Two records picked at random from those above, as already listed:
SMILES	SF-295	SF-539	KM12	HCC-2998	HCT-116	U251	SF-268	SNB-75	SNB-19
CCN1C(=O)N(CC)C2SC(N/N=C/c3ccc(OC)cc3)=NC21 (centres undefined)	8.3*	-8.3*	14	14	6.8*	25	50	27	23
Nc1c(C(=O)Nc2ccccc2)sc2nc3c(cc12)C(O)CCC3 (centres undefined)	8.6*	-5.3*	26	18	22	24	46	37	59

Back to the main list, repeating the 3 entries before the break.
SMILES	SF-295	SF-539	KM12	HCC-2998	HCT-116	U251	SF-268	SNB-75	SNB-19
COc1ccc2c3c(c4ccccc4cc13)C(=O)N(CCN(C)CCN)C2=O	-89*	-83*	-69*	-80*	-95*	-86*	-67*	8.8*	-37*
COc1ccc2cc([C@H](C)C(=O)N/N=C/c3ccc(Cl)cc3)ccc2c1	102	97	102	103	99	99	108	86	100
O=C(NNc1nccc(Nc2ccc(S(=O)(=O)Nc3ccncc3)cc2)n1)C(Cl)(Cl)Cl	102	108	101	98	96	105	93	92	104
Cc1ccc(S(=O)(=O)c2nc(-c3ccccc3)oc2SCC(N)=O)cc1	99	97	98	105	86	105	90	90	99
O=C1Nc2ccc(Br)cc2/C1=N\N=C/c1cn(Cc2ccccc2)c2ccccc12	96	99	96	106	94	95	95	85	98
C=C(C)[C@@H]1CC[C@]2(C(=O)O)CC[C@]3(C)[C@H](CC[C@@H]4[C@@]5(C)CCC(N)C(C)(C)[C@@H]5CC[C@]43C)[C@@H]12 (some centres undefined)	74	97	24	24	2.6*	5.5*	91	96	28
Cc1nc(SCC(=O)Nc2nccs2)n(Nc2ccc(Cl)cc2)c1C	98	90	114	116	94	109	113	90	121
CC(C)C1(C2CCCC2)NC(=O)NC1=O (centres undefined)	107&116	104&107	104&110	106&104	105&110	101&104	105&104	110&95	101&96
CCCCCCCCCCCCCCCC(=O)N1CCN(C)CC1	84	74	76	82	57	79	74	89	105
Cc1ccc(/C=C/c2c(C(=O)/C=C/c3ccc(C(F)(F)F)cc3)c(C)nc3ccccc23)cc1	-76*	-83*	-70*	-74*	-57*	-71*	-5.0*	-42*	-63*
CN(C)c1ccc(/C=N/Nc2nnc3n2N=C(c2ccccc2)CS3)cc1	99	102	109	113	100	103	104	94	103
NC(N)=Nc1cccc2ccccc12	107	100	105	97	83	90	111	98	100
COc1ccc(C2NCCCC2c2ccccc2)cc1 (centres undefined)	85	125	115	99	90	100	98	70	94
O=C(C(=O)N1CCOCC1)c1cn(CCCn2cc(C(=O)C(=O)N3CCOCC3)c3ccccc32)c2ccccc12	106	102	110	108	98	102	105	95	94
COc1ccc(CNC(=O)c2c(C)n([O-])c3cc(F)c(F)cc3[n+]2=O)cc1	57	97	96	-73*	98	95	89	93	94
CC#CC(=O)N1CC[C@@H](n2c(=O)n(-c3ccc(Oc4ccccc4)cc3)c3c(N)ncnc32)C1	75	84	83	/	77	66	64	80	73
COc1nc2c(c(=O)n1C)CN(Cc1ccccc1)C=N2	109	116	99	113	107	115	106	78	91
Nc1cc(N)nc(S(=O)O)n1	97	86	98	107	94	97	95	89	101
Nc1ccc(C(=O)Nc2ccc3c(O)cc(S(=O)(=O)O)cc3c2)cc1	104	95	114	114	96	100	109	99	104
Nn1c(NNC(=O)C2CCCN2)n[nH]c1=S (centres undefined)	107	97	110	104	92	116	102	85	100
CC(=O)O[C@@H](C)[C@H]1O[C@H]2CC(=O)O[C@H]2[C@@H]1O	95	91	102	98	91	101	98	89	101
Cc1cc(=O)[nH]c(N/N=C2/CCCCC2C)n1 (centres undefined)	111	117	105	102	107	103	105	98	101
COc1cc(C(=O)/C=C/c2c(-c3cccs3)nc3sc(C)cn23)cc(OC)c1OC	3.1*	-2.0*	-8.4*	20	2.7*	6.0*	20	-16*	16
S=C(S)N1CCN(C(=S)S)CC1	107	109	105	105	112	99	107	97	117
NC[C@H](O)c1ccc(O)c(O)c1	123	92	103	102	96	106	112	120	112
COc1ccc(-n2nc3c(c(C#N)c2=O)CC(c2ccoc2)C([N+](=O)[O-])=C3O)cc1 (centres undefined)	99	92	103	101	91	101	98	86	97
COc1ccc(Nc2nc3ccccc3s2)cc1	95	98	103	98	97	92	104	95	100
COCCOC(=O)c1ccc(OC)cc1	93	97	99	96	88	92	99	94	103
O=C(NCCO)C(=O)NCCO	98	100	99	96	98	105	100	78	106
CCOC(=O)CCCCn1c(-c2ccccc2)cc(-c2ccccc2)c(C#N)c1=O	94	92	90	102	81	104	98	94	99
CC1(C)N=C(N)NC(=NCCCOc2ccc([N+](=O)[O-])cc2)N1	94	94	115	99	97	/	115	111	99
Cc1cccc(NC(=O)Nc2ccc(Nc3ncnc4sc5c(c34)CCOC5)cc2)c1	100	94	99	103	95	101	96	87	99
Nc1cc(S(=O)(=O)O)cc2cc(S(=O)(=O)O)cc(S(=O)(=O)O)c12	96	85	109	118	108	104	113	82	92

Some of the entries so far, with each value named.
mol: CN(C)c1ccc(/C=N/Nc2nnc3n2N=C(c2ccccc2)CS3)cc1
  SF-295: 99
  SF-539: 102
  KM12: 109
  HCC-2998: 113
  HCT-116: 100
  U251: 103
  SF-268: 104
  SNB-75: 94
  SNB-19: 103

mol: Nn1c(NNC(=O)C2CCCN2)n[nH]c1=S (centres undefined)
  SF-295: 107
  SF-539: 97
  KM12: 110
  HCC-2998: 104
  HCT-116: 92
  U251: 116
  SF-268: 102
  SNB-75: 85
  SNB-19: 100

mol: CCOC(=O)CCCCn1c(-c2ccccc2)cc(-c2ccccc2)c(C#N)c1=O
  SF-295: 94
  SF-539: 92
  KM12: 90
  HCC-2998: 102
  HCT-116: 81
  U251: 104
  SF-268: 98
  SNB-75: 94
  SNB-19: 99

mol: COc1ccc(C2NCCCC2c2ccccc2)cc1 (centres undefined)
  SF-295: 85
  SF-539: 125
  KM12: 115
  HCC-2998: 99
  HCT-116: 90
  U251: 100
  SF-268: 98
  SNB-75: 70
  SNB-19: 94

(next part)
SMILES	SF-295	SF-539	KM12	HCC-2998	HCT-116	U251	SF-268	SNB-75	SNB-19
CSC(=O)NCCNC(=O)SC	/	97	109	98	116	97	113	90	115
N#CC1=C2NCCCCCNC3=C(C#N)N=C(Cc4ccccc4Cc4nc(C#N)c(o4)NCCCCCNC4=C(C#N)N=C(Cc5ccccc5CC(=N1)O2)O4)O3	96	85	93	98	92	97	87	100	77
O=C(NNc1ccccc1)c1ncc[nH]1	90	49	30	61	64	79	59	85	97
CC(=O)Nc1nc(-c2ccc(F)c(NS(=O)(=O)c3cccc4c(N(C)C)cccc34)c2)cs1	85	85	75	111	69	75	64	58	76
C[C@@H](C[C@H](CCOC(=O)N(C)C)c1ccccc1)c1ccoc1	98	95	92	107	95	97	93	/	95
Cc1ccc(-c2csc(NC(=O)c3ccc(Cc4n[nH]c(=O)c5cccnc45)cc3)n2)cc1	91	89	105	92	94	105	99	89	96
COc1ccc(COC2CCC(=O)N2)cc1O (centres undefined)	106	97	99	102	93	105	101	99	102
Cc1[nH]nc2c1C(c1cc(=O)oc3ccc(Cl)cc13)C(C#N)=C(N)O2 (centres undefined)	105	99	108	110	102	102	102	94	103
c1cnc2[nH]cc(-c3csc(-c4c[nH]c5ncccc45)n3)c2c1	99	109	96	111	96	99	104	73	104
NC(=O)CCc1nc(N)nc(N)n1	94	91	110	96	66	99	104	94	106
CNc1ncnc2nc[nH]c12	100	89	98	107	102	105	102	94	/
COc1ccc(-c2n[nH]c(=O)c3nc(NC(=S)Nc4ccc(Oc5ccccc5)cc4)sc23)cc1	102	105	94	105	91	83	102	81	101
COc1ccc(/C=C2\C(=O)N=C3N2N=Cc2ccccc2N3c2ccccc2)cc1	100	100	105	104	99	99	98	94	95
O=CNc1c2ccccc2c(NC=O)c2ccccc12	126	98	120	105	101	108	108	83	107
CC1(C)OC(=O)C(=Cc2ccccc2Cl)C(=O)O1	103	97	107	/	100	101	112	94	100
C=C1CC[C@H]2[C@@](C)(CCC3OC(c4ccc(OCc5cn(C6OC(COC(C)=O)C(OC(C)=O)C(OC(C)=O)C6OC(C)=O)nn5)cc4)OC[C@]32C)[C@@H]1/C=C/C1=CCOC1=O (some centres undefined)	108	96	110	119	89	118	103	97	101
CCN(CC)c1ncnc2c1ncn2Cc1nnc2c3ccccc3c(Cl)nn12	105	86	96	111	79	94	84	75	95
c1ccc(CSc2nnc(-c3ccc4nc(-c5ccccc5)[nH]c4c3)o2)cc1	17	-40*	55	62	3.0*	4.6*	8.2*	-51*	16
Cc1cc(-c2ccccc2)[s+]s1	/	99	91	111	113	/	106	76	99
O=C1CCCCC1C(=O)C(F)(F)F (centres undefined)	98	99	98	128	88	107	99	99	/
COc1ccc(-c2nn(C(=O)c3cc(OC)c(OC)c(OC)c3)c3cc(N)ccc23)cc1	7.4*	-24*	12	25	5.1*	12	27	40	34
O=C1C(=Nc2cccc(Cl)c2)CC(c2ccc(Cl)cc2)N1c1cccc(Cl)c1 (centres undefined)	122	97	89	95	69	92	96	85	84
CCCCCCCCCCCCCCCCCCOCC(COP(=O)([O-])OCC[N+](C)(C)C)OC (centres undefined)	90	89	30	/	65	72	80	84	81
O[N+]1=CC=CCC1=S.On1ccccc1=S.[Zn]	-81*	-65*	-88*	-76*	-88*	-87*	-47*	-75*	-93*
CCn1c(N)cc(=O)[nH]c1=S	111	123	100	105	109	102	95	101	100
CCOC(=O)CC(CC(=O)OCC)(C(=O)OCC)C(=O)OCC	92	96	105	111	100	109	104	76	103
